CatS inh: blocks human cathepsin S protease activity. P25774. recombinant cathepsin S, AMC dipeptide fluorescence, pooled mixtures. inhibition, %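 (tested at 5 µM per compound within 10-compound mixtures)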. 0.06% of 62,000 active; in the data active = inhibition above about 32%, passing the limit was not always enough; inconclusive = no clear call, values can overlap the other calls;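 also: 0% = enzyme without compound and 100% = blank without enzyme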
C1s inh: human complement C1s inhibition. purified C1s, fluorogenic AMC substrate, pooled mixtures. mean inhibition % of two 10-compound mixtures (hits give high values), % at 5 µM (by protocol). 0.16% of 62,000 active. AID 538;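 active = inhibition above 20% in each of the two 10-compound mixture wells holding the compound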;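 also: 0% = enzyme wells lacking compound mixture and 100% = no-enzyme blank wells; some compounds called inactive have numbers as strong as hits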
FXIa inh mix: blocks human factor XIa in pooled compound mixtures; P03951; purified FXIa, fluorogenic substrate; inhibition, % at 5 µM; 0.19% of 62,000 active; AID 680;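 also: each value is inhibition by a whole ten-compound pool holding the compound; 0% = enzyme with no mixture and 100% = wells lacking enzyme; strong numbers were not always called active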
Target sequence (P03951 19-387 limits assumed): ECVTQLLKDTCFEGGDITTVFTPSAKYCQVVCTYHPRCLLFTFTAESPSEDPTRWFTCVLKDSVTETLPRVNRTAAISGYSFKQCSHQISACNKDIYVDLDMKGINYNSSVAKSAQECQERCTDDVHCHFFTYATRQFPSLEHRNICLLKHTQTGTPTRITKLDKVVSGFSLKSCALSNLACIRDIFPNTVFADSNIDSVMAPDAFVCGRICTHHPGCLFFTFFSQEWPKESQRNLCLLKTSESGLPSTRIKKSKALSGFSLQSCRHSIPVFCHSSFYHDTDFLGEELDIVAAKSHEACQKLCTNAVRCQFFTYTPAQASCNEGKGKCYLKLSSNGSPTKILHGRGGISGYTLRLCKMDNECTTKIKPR
Target sequence (P03951 388-625 limits assumed): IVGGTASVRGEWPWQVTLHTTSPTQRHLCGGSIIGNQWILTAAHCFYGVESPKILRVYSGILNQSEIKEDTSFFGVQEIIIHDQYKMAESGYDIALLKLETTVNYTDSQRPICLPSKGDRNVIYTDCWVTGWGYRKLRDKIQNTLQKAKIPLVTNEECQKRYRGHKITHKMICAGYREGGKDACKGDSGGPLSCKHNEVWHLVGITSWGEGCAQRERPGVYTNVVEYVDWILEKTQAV
FXIIa inh mix: inhibitors of human coagulation factor XIIa, pooled mixtures; P00748; purified FXIIa, fluorogenic substrate; inhibition, % at 5 µM; 0.2% of 62,000 active; AID 684;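 also: 0% = enzyme without compound and 100% = no enzyme blank; some results filed as inactive read as strong as hits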
A340 absorber: compounds absorbing at 340 nm | compound absorbance at 340 nm, fold over control | fold change at 10 µM | 65,000 tested, under 10 active | AID 708;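 active = at 10 µM dose, initial 340 nm absorbance at least 2 fold that of control wells; inactive = change under 2 fold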;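 also: initial absorbance extrapolated from kinetic A340 decline of NADH oxidation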
Cathepsin G inh: cathepsin G (human) inhibition. purified enzyme, AMC-tetrapeptide fluorescence, pooled mixtures. 0.2% of 62,000 active. inhibition, % at 5 µM (by protocol). P08311;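 active = inhibition above 20% in each of the two mixture wells holding the compound; inactive = inhibition of 20% or less in either well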;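 also: 0% = enzyme control without mixture and 100% = blank lacking enzyme; strong numbers were not always called active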
Target sequence (P08311 21-244 limits assumed): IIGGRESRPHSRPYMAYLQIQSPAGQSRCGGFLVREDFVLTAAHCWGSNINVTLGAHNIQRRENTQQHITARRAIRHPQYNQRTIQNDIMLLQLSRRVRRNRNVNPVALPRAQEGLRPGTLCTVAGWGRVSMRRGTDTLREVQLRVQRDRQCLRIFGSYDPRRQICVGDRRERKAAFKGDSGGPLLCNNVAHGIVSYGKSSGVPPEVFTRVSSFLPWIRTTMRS
CatB block: inhibitors of human cathepsin B. P07858. purified cathepsin B, fluorogenic substrate, fluorescence. 0.1% of 63,000 active. inhibition, %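 (tested at 10 µM)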; in the data active = inhibition above about 21%;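 also: 0% = enzyme with no compound and 100% = no enzyme blank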
CatB mix inh: human cathepsin B inhibition by mixtures | P07858 | 0.06% of 62,000 active | AID 488 | Purified cathepsin B, AMC dipeptide fluorescence, compound mixtures | inhibition, %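 (ten-compound pools at 5 µM per compound and 50 µM total)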; in the data active = inhibition above about 22%, passing the limit was not always enough; inconclusive = no clear call, values can overlap the other calls;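 also: 0% = enzyme without compound and 100% = no enzyme blank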
CatL inh: inhibitors of human cathepsin L | P07711 | purified cathepsin L, fluorogenic substrate, fluorescence | inhibition, %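 (tested at 10 µM)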 | 0.17% of 58,000 active | AID 460; in the data active = inhibition above about 45%;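 also: 0% = enzyme with no compound and 100% = no enzyme blank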
Target sequence (P07711 114-288 limits assumed): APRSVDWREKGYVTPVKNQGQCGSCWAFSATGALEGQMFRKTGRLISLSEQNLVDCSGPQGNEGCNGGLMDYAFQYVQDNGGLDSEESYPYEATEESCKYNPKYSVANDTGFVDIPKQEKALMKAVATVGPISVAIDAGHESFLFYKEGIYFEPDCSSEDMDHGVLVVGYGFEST
Target sequence (P07711 292-333 limits assumed): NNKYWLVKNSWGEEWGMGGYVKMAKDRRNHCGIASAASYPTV
Numbers without * were called inactive; ? = inconclusive; nt = no result given. Rule as the data show it, unless noted: active = inhibition above about 20% (passing the limit was not always enough); inactive = the rest.

SMILES	CatS inh	C1s inh	FXIa inh mix	FXIIa inh mix	A340 absorber	Cathepsin G inh	CatB block	CatB mix inh	CatL inh
Cc1ccc(C(C)C)c(OCCn2c(=O)oc3ccccc32)c1	17.1	-9.4	-0.1	-0.2	1.01	-15.6	2.3	7.3	3.2
CC(C)N(C(=O)NC(=O)NCC1CCCO1)S(C)(=O)=O (stereo not given)	-9.3	-47.2	3.6	8.6	1.12	-2.3	-6.9	5.7	-4.1
C=CCn1c(SCc2csc(C)n2)nc2sc3c(c2c1=O)CCCCC3	-1.4	1.6	10.9	-18.6	1.1	3.8	-0.9	-0.5	-4.5
COC(=O)CCCCCNc1ccc(C(=O)OC)cc1N	4.4	2.7	0.2	1.3	1.02	12.5	0.4	-8.4	0.1
CS(=O)(=O)Nc1nnc(Cc2ccccc2)s1	-3.5	-9.1	3.9	8.7	1	-13.0	10.7	2.3	0.5
CCCOc1ccc(CC(=O)NCc2ccco2)cc1OC	17.6	-1.9	2.5	5.1	1.02	1.7	-1.3	8.6	-3.3
COc1ccc(S(=O)(=O)Nc2cc(C)c(O)c(S(=O)(=O)c3ccccc3)c2)cc1	18.8	-28.8	0.2	2.3	0.99	0.5	3.3	-0.7	4.3
CCS(=O)(=O)N1CCC(C(=O)NCc2ccccn2)CC1	-3.2	-9.5	-2.1	20.5	1.02	-6.3	-2.5	-2.1	-8.8
O=C(CN1CCN(c2cccc(Cl)c2)CC1)N1CCCC1	19.7	6.5	3.1	-0.1	1	1.9	6.4	3.9	0.5
COc1cc(C(=O)N(C)c2nnc(-c3cccnc3)s2)cc(OC)c1OC	12.3	25.1	0.5	-11.6	1.01	-11.2	-0.8	-0.1	7.2
CCCc1[nH]nc2c1C(CCC)C(C#N)=C(N)O2 (stereo not given)	-16.5	-4.0	4.6	-3.1	1.01	-5.6	4.4	-0.8	-6.4
CC1(C)CC(=O)c2cnc(NC(=O)c3ccco3)nc2C1	?	-24.4	-1.1	9.1	1.05	-14.8	8.0	-0.8	4.5
Cc1nc(=O)c(-c2ccccc2)c(C)n1-c1ccccc1C(=O)O	-6.3	-27.8	2.1	8.3	1.03	-6.0	2.0	-0.6	9.4
Cc1sc2ncnc(NCCCO)c2c1C	-2.9	-6.3	0.0	3.0	1.08	22.9	0.1	3.3	nt
CCc1c(C)nc(N2CCOCC2)[nH]c1=O	-3.6	-7.8	5.4	12.4	1.04	-0.6	-1.9	-7.6	1.4
CCn1nnc(-c2ccccc2NC(=O)C(F)(F)F)n1	-13.0	-67.9	-10.3	1.6	1.05	-13.4	1.6	-2.8	-12.3
COC(=O)CCCC[C@H]1SC[C@H]2NC(=O)N[C@]21O	-2.8	18.8	5.0	-2.2	1.03	9.5	1.3	7.6	-8.4
COc1cccc(CN(Cc2cccnc2)S(=O)(=O)c2ccc(-n3cnnn3)c(C)c2)c1OC	0.6	-10.7	-2.1	-3.2	0.97	-4.1	-1.4	-0.1	6.4
Cn1cc(C(=O)NC2CCCCCC2)c(=O)c2cc(S(=O)(=O)N3CCCC3)ccc21	-15.6	-53.0	10.8	0.4	1.05	38.0	-8.5	1.1	-2.8
Cc1c(NC(=O)N2CCCCCC2)c(=O)n(-c2ccccc2)n1C	16.1	17.1	10.8	6.6	0.97	13.1	4.8	3.7	15.7

Another view of part of the listing above:
Cn1cc(C(=O)NC2CCCCCC2)c(=O)c2cc(S(=O)(=O)N3CCCC3)ccc21
  CatS inh: -15.6
  C1s inh: -53.0
  FXIa inh mix: 10.8
  FXIIa inh mix: 0.4
  A340 absorber: 1.05
  Cathepsin G inh: 38.0
  CatB block: -8.5
  CatB mix inh: 1.1
  CatL inh: -2.8
Cc1c(NC(=O)N2CCCCCC2)c(=O)n(-c2ccccc2)n1C
  CatS inh: 16.1
  C1s inh: 17.1
  FXIa inh mix: 10.8
  FXIIa inh mix: 6.6
  A340 absorber: 0.97
  Cathepsin G inh: 13.1
  CatB block: 4.8
  CatB mix inh: 3.7
  CatL inh: 15.7

Next part:
SMILES	CatS inh	C1s inh	FXIa inh mix	FXIIa inh mix	A340 absorber	Cathepsin G inh	CatB block	CatB mix inh	CatL inh
CCOC(=O)c1c(NC(=O)Cc2cccs2)sc(C)c1C	6.8	2.7	5.2	2.7	1	6.9	0.7	1.4	-7.3
Cc1ccc(N2CC(C)Cn3c2nc2c3c(=O)n(CC(=O)OCc3ccccc3)c(=O)n2C)cc1C (stereo not given)	20.6	-21.7	6.5	-1.9	0.98	1.8	2.4	1.0	9.3
CCNc1cc(=O)n(C)c(=O)n1C	0.4	-9.6	6.2	0.5	0.99	-32.4	1.4	2.2	11.0
Cc1cc(-c2ccco2)n(CC(=O)NCCN(C)C)n1	3.8	-18.7	3.6	13.9	1.07	-1.9	1.3	-0.2	14.6
CCOC(=O)Cn1c(=NC(=O)CSC(C)=O)sc2cc(OC)ccc21	0.2	9.6	8.1	9.1	1.15	27.1	1.5	-0.8	8.5
COC(=O)c1cc(OC)c(OC)cc1NC(=O)c1c(C)noc1C	-2.9	-27.1	-1.4	27.7	1.07	5.0	0.7	4.6	17.8
COCCNC(=O)COc1cc(=O)n(C)c2ccccc12	-2.0	2.7	42.8	-14.5	1.02	7.8	4.7	2.2	-3.5
CCCS(=O)(=O)N1CCCC(C(=O)NCCCN(CC)c2cccc(C)c2)C1 (stereo not given)	2.2	5.0	0.4	-13.7	0.99	8.1	2.2	2.9	10.4
O=C(COC(=O)c1ccc(Br)c(S(=O)(=O)N2CCOCC2)c1)NCC1CCCO1 (stereo not given)	4.7	-1.1	-1.1	10.6	1.01	5.7	1.0	0.7	19.0
NC(=O)COc1ccc(NC(=O)OCc2ccccc2)cc1	9.5	4.1	-0.4	12.8	1.06	11.0	-2.1	-1.9	11.6
CCOC(=O)c1cc2c(=O)n3cccc(C)c3nc2n(CC2CCCO2)c1=NC(C)=O (stereo not given)	-65.5	-156.8	-82.8	2.3	1.04	-57.8	0.8	-36.1	-229.7
CC(=O)Nc1ccc(S(=O)(=O)n2cnc(C)c2)cc1	-9.9	-1.8	-1.0	-14.4	0.97	-7.2	1.2	5.2	5.0
COC(=O)c1[nH]c2c(c1C)C(=O)CC(c1cc(OC)ccc1OC)C2 (stereo not given)	0.5	-0.8	12.3	15.4	0.98	-1.4	1.1	2.2	17.4
O=C(c1cc2ccccc2cc1OCC(O)CN1CCCCC1)N1CCCCC1 (stereo not given)	2.3	2.9	12.7	9.0	1.05	2.5	0.8	2.2	3.0
O=c1[nH]nc(Cc2ccccn2)c2ccccc12	-16.9	-146.7	-16.0	8.7	1.05	-19.0	-5.0	-1.6	-10.6
Cc1cc(C)n(-c2nc3ccccc3nc2N2CCN(C(=O)c3ccc(Cl)cc3)CC2)n1	3.9	13.5	4.2	13.2	1.03	9.0	-0.3	2.0	-6.7
CCOCC(=O)Nc1cccc(C(=O)OCC)c1	-13.6	9.2	2.1	4.8	1.06	7.0	6.2	5.9	5.9
Cc1c(NC(=O)Nc2ccccc2Cl)sc(=S)n1C	7.7	-6.4	-3.6	9.1	1.09	12.3	1.9	-0.6	nt
COc1ccccc1C1C(C(=O)c2cc3ccccc3o2)=C(O)C(=O)N1CCN1CCOCC1 (stereo not given)	7.7	0.0	9.6	-15.1	1.08	2.4	3.2	0.1	-0.6
O=C(NCCN1CCN(C(=O)c2cc3ccccc3oc2=O)CC1)c1cc2ccccc2oc1=O	6.4	5.7	7.3	7.3	1.11	3.5	-8.5	6.2	14.5
CC1CN(S(=O)(=O)c2cccc(-c3cn4cccnc4n3)c2)CC(C)O1 (stereo not given)	-9.1	-92.9	-15.0	4.6	1.12	-7.1	-9.4	1.3	-340.4
CCOC(=O)CSc1nnc(CNc2ccc(Cl)cc2)n1-c1ccccc1	-0.9	0.2	-0.5	-19.0	1	6.3	2.7	0.4	4.4
CCc1ccc2[nH]c(=O)c(C(c3nnnn3CC3CCCO3)N3CCN4CCCC4C3)cc2c1 (stereo not given)	-0.7	-2.7	0.6	8.3	1.03	4.8	2.9	-8.5	0.7
COc1cccc(-c2nnc(NC(=O)C3CCCCC3)o2)c1	-0.5	2.3	2.4	3.1	1.01	-1.4	-0.3	2.0	-1.1
Cc1ccc(S(=O)(=O)C2(C(=O)O)CCCC2)cc1C	5.5	-32.9	2.4	0.8	0.99	6.7	-0.9	3.8	6.4
Cc1cccc(-n2c(SCC(=O)Nc3ccc4c(c3)OCO4)nnc2-c2ccoc2C)c1	-0.4	4.1	-1.9	5.5	0.98	7.2	3.1	-3.0	nt
CCn1c(=O)cc(OCC(=O)NCCC(C)C)c2ccccc21	-3.7	6.0	0.1	9.8	1.05	6.6	-4.4	2.0	nt
CN(c1ccc(O)cc1)c1nc(-c2ccccc2)cs1	8.7	-12.5	-8.7	10.4	1.01	0.6	2.8	-1.4	20.8
S=c1[nH]nc(-c2cccnc2)n1Cc1ccccc1	37.9	-29.7	11.2	-20.8	1.06	-2.6	4.3	5.0	4.9
CCOC(=O)Cc1c(C)c2ccc(N(CC)CC)cc2oc1=O	-6.5	-75.2	-31.8	-3.1	1.04	-10.4	-7.0	-5.4	-59.6
Nc1nonc1-c1noc(CCCN2C(=O)c3ccccc3C2=O)n1	-3.6	-0.1	0.1	-0.3	1	6.7	2.6	4.1	1.6
CCOC(=O)NC(=O)CSc1ccccn1	1.9	-2.7	-2.6	1.5	1.02	10.8	2.3	-2.0	-11.8
COC(=O)c1cc(=O)n2c(-c3ccccc3)csc2n1	6.5	-15.4	4.0	3.1	1.03	-11.3	3.6	4.5	2.6
c1ccc(-c2nnn(C34CC5CC(CC(C5)C3)C4)n2)cc1	2.8	-34.0	-11.5	4.3	1.02	6.3	nt	-5.2	4.8
CC(C)NC(=O)Cn1c(SCC(=O)N2CCCCCC2)nc2ccccc21	1.9	1.2	5.5	10.2	1	2.8	-3.3	5.4	-0.5
CCC(Sc1nc2ccccc2s1)C(=O)Nc1nnc(C)s1 (stereo not given)	-5.0	15.8	8.0	7.8	1.05	9.0	1.7	4.6	nt
c1ccc(-n2cnnc2SCc2cn3ccccc3n2)cc1	7.7	-5.0	7.4	3.5	1.04	-1.8	0.3	-1.4	1.7
CCOC(=O)CSc1nnc(CNC(=O)c2cccs2)n1-c1cc(C)ccc1C	-1.4	14.8	7.0	4.7	0.97	11.2	4.6	-3.9	1.7
COc1ccccc1NC(=O)N1CCCC1C(=O)Nc1ccc2c(c1)OCO2 (stereo not given)	6.5	-5.5	11.2	-19.0	0.98	6.3	3.1	2.5	nt
CCOC(=O)C1CCN(C(C(=O)NC2CCCCC2)c2ccc(OC)cc2)CC1 (stereo not given)	-8.4	14.2	8.3	-1.2	1.01	10.4	5.1	-1.4	20.7
Cc1ccc(S(=O)(=O)NCCc2ccncc2)cc1	-4.8	0.5	1.5	4.9	1.01	5.4	3.2	-7.6	-0.3
Cc1sc2ncn(CC(=O)NCCCC(=O)N3CCN(c4ccccn4)CC3)c(=O)c2c1C	15.5	3.5	1.4	19.5	0.97	4.3	3.8	0.6	26.8
CN(C1CCCCC1)S(=O)(=O)c1ccc(S(=O)(=O)N2CCN(CCC#N)CC2)cc1	-11.9	-39.5	-10.4	22.9	0.98	-0.2	2.6	-7.9	-12.7
Cc1ccc(C(=O)CSc2ccccn2)cc1	-1.6	-16.5	3.9	3.5	1.03	2.3	-5.7	7.9	-6.8
CCCC(C(=O)NCc1ccco1)N(C(=O)CNS(=O)(=O)c1ccc(Cl)cc1)C1CCCC1 (stereo not given)	13.8	-3.4	0.4	4.9	0.95	5.0	-2.5	-0.9	1.3
CCCCCn1c(C(C)NC(=O)CCC)nc2ccccc21 (stereo not given)	-5.1	-5.9	3.5	-0.2	1.03	-0.5	1.7	1.6	3.0
COC(=O)[C@H](CCSC)NC(=O)N1CCN(c2cccc(C(F)(F)F)c2)CC1	18.5	19.8	9.9	4.0	0.99	18.5	3.9	5.4	-6.8
CCOC(=O)Cc1csc(Nc2c(C)n(C)n(-c3ccccc3)c2=O)n1	4.4	-14.1	2.7	-13.4	0.98	1.5	2.3	0.1	-1.0

An excerpt (hit frequency here may not be typical).
